IL2 activator: activates IL-2 in a cell-based reporter assay; IL-2 activation reporter assay, cell-based qHTS; stimulated with anti-CD3/CD4/CD28 beads; in transgenic mouse T cells; activation, % (series mostly up to about 46 µM); hit rate 0.065% among 360,000; AID 652025; in the data active means activation above about 50%; inconclusive means mostly about 30% to 49%; further: 0% is about no effect
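EGFP and DsRed fluorescence is measured by plate cytometry in unstimulated transgenic mouse T cells exposed to compound for 60 minutes, then stimulated 18 hours at 37 degrees C with anti-CD3/anti-CD4 beads plus anti-CD28.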
FUS suppressor: FUS proteinopathy suppression in yeast; hit rate 0.24% among 390,000; S. cerevisiae FUS-expressing, growth rescue, OD600, 24 h; Potency, µM (doses to about 76.6 µM), inactives show at the highest dose growth rescue (activation), actives largely listed as activators;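 further: potency means the concentration at half of the fitted maximal effect; plate controls were DMSO vehicle for no effect and reference control for full effect; nearly all actives have a fitted effect of over 55% in size; some results filed as inactive show a strong effect at the top dose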
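Yeast FUS proteinopathy model; galactose-induced FUS (2%), starting OD 0.005. Cpds in dilution series, 24hr, 30C, 99% humidity. Abs 600 nm growth. Pos ctrl CP55940 (top 92uM final); neg ctrl DMSO.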
Abeta rescue: compounds reversing amyloid beta toxicity in yeast | yeast expressing A-beta42, growth rescue, OD600, 48 h; response scale: 0% DMSO, 100% iron-clioquinol control | Potency, µM (top dose mostly 46.1 µM), for the others: at the top dose growth rescue, hits mostly activators | hit rate 0.063% among 410,000; further: potency means the concentration at half of the fitted maximal effect; nearly all actives have a fitted effect of over 55% in size
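Growth rescue measured by 600 nm absorbance after 48 h yeast culture at 30 C with compound. Values normalized between DMSO and an equimolar ferric chloride plus clioquinol control.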
WRN inhibitor: WRN helicase (human) inhibition | WRN helicase unwinding, fluorescent forked duplex, kinetic | Potency, µM (top dose mostly 114 µM), for inactives: top-dose activity change, negative = inhibition, usual class: inhibitors | hit rate 0.46% among 360,000 | AID 651768; further: potency means the concentration at half of the fitted maximal effect; on the % scale 0 is the no-effect control and ±100 the full control effect; nearly all actives have a fitted effect of over 55% in size
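Screening of the MLSMR collection measured strand separation of a quenched forked DNA duplex (100 nM) by 20 nM WRN with 2 mM ATP, all final. Compounds were preincubated with enzyme 15 min at room temperature.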
PI5P4K alpha inh: blocks human PI5P4K alpha kinase activity. P48426. hit rate 1.2% among 330,000. max response, %. PI5P4Kalpha enzyme, ADP-Glo luminescence, 60 min; stronger effect = lower value. AID 652105; active means max response of -50% or lower; inconclusive means between -30% and -50%; inactive means -30% or higher; further: value at the top dose of about 77 µM; on the % scale 0 is the no-effect control and ±100 the full control effect
Target sequence (P48426 whole entry, looked up): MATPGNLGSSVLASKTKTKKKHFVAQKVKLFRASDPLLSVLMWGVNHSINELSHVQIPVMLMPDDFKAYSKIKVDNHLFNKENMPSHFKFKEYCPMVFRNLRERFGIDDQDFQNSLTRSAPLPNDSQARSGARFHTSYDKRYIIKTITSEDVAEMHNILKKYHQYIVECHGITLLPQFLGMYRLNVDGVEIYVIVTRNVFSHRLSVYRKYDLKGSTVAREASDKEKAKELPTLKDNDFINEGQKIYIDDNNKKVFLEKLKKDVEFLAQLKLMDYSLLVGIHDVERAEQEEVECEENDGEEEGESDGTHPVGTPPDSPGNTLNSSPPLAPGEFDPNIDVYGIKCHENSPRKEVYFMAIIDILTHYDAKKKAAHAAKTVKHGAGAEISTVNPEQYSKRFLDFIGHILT
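ADP-Glo luminescence end-point after a 60 min room-temperature kinase reaction. PI5P4Kalpha and substrate in HEPES pH 7.4 buffer with EGTA, 0.1% CHAPS and 5% DMSO; ATP at 5 microM final.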
EPAC1 antag: blocks human EPAC1 exchange factor; hit rate 0.14% among 360,000; EPAC1 GEF assay, Rap1b-BODIPY-GDP exchange fluorescence; O95398; Potency, µM (series often up to 115 µM), inactives show top-dose activity change, negative = inhibition, most hits filed as inhibitors;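 further: potency means the concentration at half of the fitted maximal effect; plate controls were vehicle for no effect and positive control for full effect; nearly all actives have a fitted effect of over 50% in size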
EPAC1 agonist: activates human EPAC1 exchange factor | O95398 | EPAC1 agonist qHTS, biochemical assay; response scale: 100% = response to 6.5 mM cAMP | hit rate 0.073% among 360,000 | Potency, µM (top dose mostly 154 µM), for inactives: at the highest dose activation, actives largely listed as activators; further: potency means the concentration at half of the fitted maximal effect; nearly all actives have a fitted effect of over 60% in size
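Fluorescent GDP-exchange assay: 100 nM EPAC1 with 250 nM Rap1B preloaded with BODIPY-GDP and 50 uM GDP; compounds tested as concentration series, 5 min at room temperature, then read every 5 min for 30 min (ex 480/em 540 nm); normalized to 6.5 mM cAMP.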
PLK1 PBD block: PLK1 (human) polo-box domain binding inhibition; Plk1 PBD binding of FITC phosphopeptide, fluorescence polarization; Potency, µM, for the others: max response, negative = inhibition, hits mostly inhibitors; AID 720504; hit rate 2.8% among 360,000; further: potency means the concentration at half of the fitted maximal effect; series mostly up to about 57 µM; on the % scale 0 is the no-effect control and ±100 the full control effect; nearly all actives have a fitted effect of over 65% in size
Target sequence (P53350 whole entry, looked up, the tested form may be a part): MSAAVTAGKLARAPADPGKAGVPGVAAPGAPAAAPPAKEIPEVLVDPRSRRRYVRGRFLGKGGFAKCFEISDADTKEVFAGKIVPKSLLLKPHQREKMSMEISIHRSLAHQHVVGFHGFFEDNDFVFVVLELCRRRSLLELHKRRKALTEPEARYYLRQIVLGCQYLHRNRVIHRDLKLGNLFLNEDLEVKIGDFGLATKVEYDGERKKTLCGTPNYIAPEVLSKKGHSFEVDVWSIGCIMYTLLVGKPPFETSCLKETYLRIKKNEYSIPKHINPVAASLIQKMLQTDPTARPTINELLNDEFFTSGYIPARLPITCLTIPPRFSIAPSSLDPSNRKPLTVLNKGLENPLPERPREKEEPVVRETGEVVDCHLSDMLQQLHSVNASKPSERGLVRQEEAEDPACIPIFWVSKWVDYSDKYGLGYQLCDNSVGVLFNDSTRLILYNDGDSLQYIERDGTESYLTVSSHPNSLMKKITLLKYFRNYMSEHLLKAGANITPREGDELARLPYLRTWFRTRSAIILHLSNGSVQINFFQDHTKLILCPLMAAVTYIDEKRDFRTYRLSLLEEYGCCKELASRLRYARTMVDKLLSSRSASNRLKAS
* hit, by the source's call; u = inconclusive; x = no result given; & = joins results of further samples; [ ] = another dose, or the depositor's remark. Unless noted, the call rests on the fitted dose curve; in most records, active means well fitted curve in the direction sought with a large enough effect; inconclusive means small, poorly fitted or top-dose-only effect, or another doubt; inactive means no such curve, though single readings can be large; an effect the other way counts as inactive or inconclusive. The order is random; overall some 4.1% were active at least once.

SMILES	IL2 activator	FUS suppressor	Abeta rescue	WRN inhibitor	PI5P4K alpha inh	EPAC1 antag	EPAC1 agonist	PLK1 PBD block
Cc1csc2ncc(C(=O)Nc3ccon3)c(=O)n12	-0.7	-10%	-10%	-6%	x	-1%	-3%	-5%
Cn1c(=O)c2c(ncn2CC(=O)N2CCN(c3ccc(F)cc3)CC2)n(C)c1=O	-0.1	-8%	6%	7%	-7	-11%	-8%	27µM*
CCN(Cc1ccccc1)C(=O)c1cc2c(OC)c(OC)c(OC)cc2[nH]1	-2.0	u	-7%	2%[57.1 µM]	5	-25%	-3%	-11%
Cc1nnc2sc(-c3cccc4ccccc34)nn12	-4.0	13%	-21%	3%	-3	-10%	2%	-13%
COc1ccc(OC)c(NC(=O)CCNS(=O)(=O)c2ccc3c(c2)c(=O)n(C)c(=O)n3C)c1	-0.3	6%	5%	-6%	-3	-3%	3%	-1%
N/C(=N\OC(=O)COc1ccc(Cl)cc1Cl)c1ccncc1	0.0	10%	-21%	-11%	-2	16%	4%	-3%
O=C(COc1ccc2c3c(c(=O)oc2c1)CCC3)NCc1ccncc1	0.2	1%	-7%	-1%	-3	-14%	21%	1%
Cc1nn(-c2ccccc2)c(C)c1NC(=O)COC(=O)c1ccc(Cl)c(N)c1	-4.8	14%	0%	3%	0	-9%	-5%	-10%
CCc1nn(CC(=O)NCc2ccccc2Cl)c(=O)c2cccn12	-1.6	-3%&-23%	-8%&3%	-2%	4	-7%	15%	-4%
O=C(C[C@H]1CC[C@@H](NC(=O)Cc2cccnc2)[C@@H](CO)O1)NCc1ccc2c(c1)OCO2	0.0	-7%	-1%	3%	0	8%	6%	4%

Reprinted from the part before: three entries, then new ones.
SMILES	IL2 activator	FUS suppressor	Abeta rescue	WRN inhibitor	PI5P4K alpha inh	EPAC1 antag	EPAC1 agonist	PLK1 PBD block
Cc1nn(-c2ccccc2)c(C)c1NC(=O)COC(=O)c1ccc(Cl)c(N)c1	-4.8	14%	0%	3%	0	-9%	-5%	-10%
CCc1nn(CC(=O)NCc2ccccc2Cl)c(=O)c2cccn12	-1.6	-3%&-23%	-8%&3%	-2%	4	-7%	15%	-4%
O=C(C[C@H]1CC[C@@H](NC(=O)Cc2cccnc2)[C@@H](CO)O1)NCc1ccc2c(c1)OCO2	0.0	-7%	-1%	3%	0	8%	6%	4%
CCOc1ccc(C2=Nn3c(nnc3-c3ccc(OC)cc3)SC2)cc1	-2.7	25%	8%	-8%	2	-24%	-10%	-9%
CCOc1c2ccc(C(=O)N[C@H](C)C3CCCCC3)cc2nn1CC	-3.1	8%	-16%	-8%	-4	-28%	-12%	-18%
Cc1ccc(SCC(=O)OC(C)C(=O)NCc2ccccc2)cc1C (stereo unspecified)	-4.5	16%	15%	4%	-8	-9%	2%	-4%
CCOc1cccc(/C(O)=C2/C(=O)C(=O)N(CCOC)C2c2ccco2)c1 (stereo unspecified)	0.1	9%	-15%	3%	-1	3%	7%	-1%
Cn1c(SCC(=O)N2CCCC2)nc2ccccc21	-1.3	-16%	-14%	5%	-1	5%	-9%	8%
O=C(NC1CC2CCCC(C1)N2C(=O)Nc1ccccc1F)C1CC1 (stereo unspecified)	-2.9	7%	-6%	3%	0	-2%	5%	-3%
CCSc1nnc(NC(=O)CSc2nnc(Cc3cccn3C)n2-c2ccc(F)cc2)s1	0.8	x	9%	-14%	-2	-9%	-11%	-2%
CCOC(=O)C1CCN(C(=O)COC(=O)c2ccc([N+](=O)[O-])o2)CC1	0.3	21%	11%	16%	-4	23%	-7%	-8%
CCCCS(=O)(=O)NC1=NCN(Cc2ccco2)CN1	0.7	24%	-13%	-9%	x	22%	9%	-8%
O=CN1CCN(C(=O)c2cccc([N+](=O)[O-])c2)CC1	-2.9	-15%	4%	6%	-1	0%	-1%	-15%

Six compounds already listed, arranged by SMILES length, smallest number first.
SMILES	IL2 activator	FUS suppressor	Abeta rescue	WRN inhibitor	PI5P4K alpha inh	EPAC1 antag	EPAC1 agonist	PLK1 PBD block
Cn1c(SCC(=O)N2CCCC2)nc2ccccc21	-1.3	-16%	-14%	5%	-1	5%	-9%	8%
CCCCS(=O)(=O)NC1=NCN(Cc2ccco2)CN1	0.7	24%	-13%	-9%	x	22%	9%	-8%
O=CN1CCN(C(=O)c2cccc([N+](=O)[O-])c2)CC1	-2.9	-15%	4%	6%	-1	0%	-1%	-15%
O=C(NC1CC2CCCC(C1)N2C(=O)Nc1ccccc1F)C1CC1 (stereo unspecified)	-2.9	7%	-6%	3%	0	-2%	5%	-3%
CCOc1cccc(/C(O)=C2/C(=O)C(=O)N(CCOC)C2c2ccco2)c1 (stereo unspecified)	0.1	9%	-15%	3%	-1	3%	7%	-1%
CCSc1nnc(NC(=O)CSc2nnc(Cc3cccn3C)n2-c2ccc(F)cc2)s1	0.8	x	9%	-14%	-2	-9%	-11%	-2%

Further structures
SMILES	IL2 activator	FUS suppressor	Abeta rescue	WRN inhibitor	PI5P4K alpha inh	EPAC1 antag	EPAC1 agonist	PLK1 PBD block
COCCN(Cc1ccccc1)C(=O)Cc1ccc(S(=O)(=O)N2CCOCC2)s1	-0.8	18%	-7%	3%	-3	-10%	-4%	-10%
C[n+]1cccc(C(=O)N/N=C/c2ccc3c(c2)OCO3)c1	1.2	12%	0%	6%	2	11%	-3%	-1%
CS(=O)(=O)Nc1ccc(C(=O)NCc2cccnc2)cc1	-3.1	-5%	5%	-2%	x	10%	-2%	-2%
CN1C=CC2=C(C#N)C(N)C(C#N)(C#N)[C@H](c3ccccc3)[C@H]2C1 (stereo partly specified)	3.5	27%	11%	-8%	x	-13%	u	-15%
O=[N+]([O-])c1cncc([N+](=O)[O-])c1Nc1ccccc1Cl	-2.2	-1%	-32%[inhibitor]	-4%	-2	-27%	-4%	-9%
O=C(O)c1ccccc1C(=O)OC1CC2CCC1C2 (stereo unspecified)	-3.1	-13%	-2%	-5%	1	4%	6%	-3%
NC(=S)n1[nH]c(-c2ccc([N+](=O)[O-])cc2)c(N=Nc2cccc([N+](=O)[O-])c2)c1=O	-1.8	-2%	5%	u	u	9%	5%	21µM*
CCOC(=O)CN1C(=O)c2ccccc2C1=O	-2.4	-25%	14%	-3%	0	0%	5%	-2%
COc1ccc(-n2c(O)c(C=NCc3ccccn3)c3ccccc3c2=O)c(OC)c1	0.0	23%	-9%	u	2	u	-3%	0%
O=c1c(-c2nn[nH]n2)coc2ccc(Cl)cc12	1.3	8%	23%	u	-29	6%	10%	-19%
Cc1cc(C)c(C#N)c(SCCS(=O)(=O)Cc2ccc(Cl)cc2)n1	0.1	-15%	-5%	7%	0	10%	3%	-5%
CCCCNC(=O)C[C@@H]1C[C@@]2(C(=O)OC)CCCCC=C2N(Cc2cccc3ccccc23)C1=O	0.3	u	1%	0%	1	u	13%	2%
O=C1NC[C@H](Cc2ccccc2)N(CC2CCN(CCCC3CCCC3)CC2)C1=O	0.1	-11%	-5%	0%	0	-8%	6%	-1%
CCN1CCN(S(=O)(=O)c2ccc(Cl)c(C(=O)NC3CCCCC3)c2)CC1	-0.3	6%	-3%	-8%	-6	-3%	-1%	1%
COc1ccc(-c2nnc3n2N=C(C)CS3)cc1	-0.9	16%	2%	0%	-1	10%	-2%	-3%
COc1ccc(C(=O)N/N=C(/C)c2cccc(NC(=O)c3ccncc3)c2)cc1OC	-0.9	u	7%	6%	-3	-20%	5%	-18%
O=C(NCCCn1ccnc1)c1cccc(S(=O)(=O)Nc2ccccc2F)c1	-2.9	6%	10%	-1%	x	22%	-3%	1%
CC1(C)CC(=O)C=C(c2n[nH]nc2-c2ccc(F)c(F)c2)C1	0.0	-12%	-6%	-1%	2	0%	-8%	-2%
CC(=O)N1CCc2cc(Br)cc(S(=O)(=O)NCC3CCCO3)c21 (stereo unspecified)	-0.2	-3%	0%	-2%	2	-19%	2%	-21%
CCCCCOC(=O)Cn1c(=O)c2c(nc(N3CCOCC3)n2C)n(C)c1=O	1.9	22%	0%	1%	x	13%	2%	-2%
CC1CCN(C(=S)NC(=O)c2ccccc2Br)CC1	-5.2	x	-9%	-11%	-4	-4%	-1%	-2%
C=C1C[C@@]23CCC4[C@@](C)(CCC[C@@]4(C)C(=O)O)C2CC[C@]1(O)C3 (stereo partly specified)	1.3	-5%	4%	4%	-2	-4%	-9%	-10%
COc1cc(OC)cc(C(=O)NNC(=O)c2cc3ccccc3cc2O)c1	1.4	2%	-24%	-6%	-8	0%	-6%	u
CC(=O)NC(Cc1ccccc1)Cc1ccccc1	-4.1	14%	-6%	5%	-1	-3%	2%	1%
CC(C)(C)OC(=O)COc1cc(O)c2c(=O)cc(-c3ccccc3)oc2c1	-3.9	1%	-10%	-8%	12	0%	8%	-15%
CCc1c(C(=O)NNC(=S)NCC2CCCO2)csc1C (stereo unspecified)	-2.3	-14%	8%	7%	-4	13%	7%	-20%
CN(Cc1ccccc1NCC(=O)Nc1ccccc1C#N)C1CCCCC1	-1.3	13%	5%	4%[57.1 µM]	7	-20%	1%	8%
CSc1ccc(CN2CCN(CC=C(C)C)C(CCO)C2)cc1 (stereo unspecified)	0.2	1%	-3%	-3%	-4	-10%	0%	-1%
CCCn1c(SCC(=O)NCc2ccc3c(c2)OCO3)n[nH]c1=O	-0.8	-12%	-1%	10%	-3	2%	-1%	-11%
O=[N+]([O-])c1cccc(N/N=C/c2ccc(N3CCOCC3)cc2)c1	-0.2	18%	-24%	-10%	14	-18%	18%	-15%
CC(CN1CCOCC1)OC(=O)c1ccccc1Br (stereo unspecified)	0.1	0%	-8%	2%	3	-9%	2%	-5%
CCN(Cc1ccccc1)S(=O)(=O)c1ccc(S(=O)(=O)N(Cc2cccc(OC)c2)CC2CCCO2)cc1 (stereo unspecified)	0.0	41%	9%	2%	x	4%	13%	-1%
COc1cc2c(cc1CN1CCN(C(=O)c3cc(OC)c(OC)c(OC)c3)CC1)OCO2	1.2	0%	6%	-9%	-2	11%	-5%	-1%
Cc1cc(SCC(=O)OCC(=O)N(C)c2ccccc2)nc2ccccc12	-0.2	21%	10%	-6%	-4	-15%	9%	-10%

Compound activity (PubChem BioAssay)
